Screening data: PubChem, several laboratories
TPT1 inh = C. albicans TPT1 enzyme inhibition | actives 0.81% (n = 300,000) | recombinant caTPT1, FP RNA substrate dephosphorylation | inhibition, % at 5 µM | AID 1962;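 active = inhibition above the mean of all tested compounds plus 3 SD, set per screening campaign, cut at about 24% in these data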;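 also: plate controls were DMSO alone for no effect and ferristatin control at 100 nM for full effect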
GSTO1 counter = GSTO1 inhibition, counter-screen for RBBP9 inhibitors; inhibition, % at 5.96 µM; P78417; actives 1.1% (n = 300,000); recombinant GSTO1, activity-based probe fluorescence polarization;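 active = inhibition above the campaign mean inhibition plus 3 SD, cut at about 35% in these data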;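 also: 0% = GSTO1-1 with DMSO and 100% = wells lacking GSTO1-1 enzyme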
Target sequence (P78417 whole entry, looked up): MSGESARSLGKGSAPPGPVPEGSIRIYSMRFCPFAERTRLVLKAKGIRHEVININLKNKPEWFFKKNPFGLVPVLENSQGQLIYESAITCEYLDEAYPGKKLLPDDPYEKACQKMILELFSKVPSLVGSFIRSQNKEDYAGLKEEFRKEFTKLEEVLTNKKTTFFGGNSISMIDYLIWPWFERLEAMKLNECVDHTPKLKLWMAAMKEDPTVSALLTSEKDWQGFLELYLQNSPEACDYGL
PAD4 inh = inhibitors of human PAD4; Q9UM07; recombinant PAD4, RCA probe fluorescence polarization; inhibition, % at 6.36 µM; actives 0.41% (n = 330,000); AID 485272;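 active = percent inhibition above a cutoff equal to the mean of all tested compounds plus 3 SD, cut at about 15% in these data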;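 also: 0% = PAD4 with RCA probe and DMSO and 100% = probe without PAD4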
Fam108B inh = blocks mouse Fam108B hydrolase in RBBP9 counter-screen | inhibition, % at 9.51 µM | actives 0.33% (n = 300,000) | recombinant Fam108B, FP-Rh probe fluorescence polarization;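 active = inhibition above the screen mean inhibition plus 3 SD, computed separately per campaign, cut at about 18% in these data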;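 also: inhibitors lower polarization as less probe binds the enzyme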
GLD-1 RNA inh = GLD-1-TGE RNA interaction inhibition (C. elegans); Q17339; purified GLD-1 + fluorescein TGE RNA, fluorescence polarization; inhibition, % at 5.96 µM; actives 0.44% (n = 320,000); AID 2280;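 active = percent inhibition above a per-plate cutoff, the plate mean of test compounds plus 3 SD, cut at about 30% in these data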;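 also: 0% = DMSO wells with GLD-1 and probe and 100% = wells lacking GLD-1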
Target sequence (Q17339 whole entry, looked up): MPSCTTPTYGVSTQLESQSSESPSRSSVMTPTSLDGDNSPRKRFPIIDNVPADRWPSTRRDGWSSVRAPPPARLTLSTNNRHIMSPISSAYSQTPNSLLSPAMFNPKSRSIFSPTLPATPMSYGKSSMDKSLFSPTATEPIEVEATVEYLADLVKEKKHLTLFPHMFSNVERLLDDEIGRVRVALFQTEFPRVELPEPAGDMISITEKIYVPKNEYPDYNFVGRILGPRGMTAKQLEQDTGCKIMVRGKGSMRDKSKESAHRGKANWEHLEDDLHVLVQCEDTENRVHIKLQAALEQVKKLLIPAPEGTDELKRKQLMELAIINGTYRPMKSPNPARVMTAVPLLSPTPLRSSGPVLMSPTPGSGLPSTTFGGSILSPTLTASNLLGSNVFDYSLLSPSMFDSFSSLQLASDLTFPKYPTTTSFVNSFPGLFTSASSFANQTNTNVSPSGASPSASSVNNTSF
MCL1-BIM inh = disrupts human MCL1 binding to BIM-BH3 peptide | AID 2057 | GST-MCL1 / FITC-Bim-BH3 fluorescence polarization | inhibition, % at 10.9 µM | actives 0.68% (n = 320,000);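 active = inhibition above the mean inhibition of all tested compounds plus 3 SD, set per campaign, cut at about 40% in these data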;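 also: 0% = DMSO wells and 100% = unlabeled Bim-BH3 peptide control; higher means more loss of mP so more displacement of Bim peptide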
PME-1 inh = blocks human protein phosphatase methylesterase 1; Q9Y570; recombinant PME-1, FP-Rh probe fluorescence polarization; inhibition, % at 5.9 µM; actives 0.53% (n = 320,000); AID 2130;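 active = inhibition above the campaign mean of all compounds plus 3 SD, cut at about 26% in these data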;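 also: competitive labeling of PME-1 active site by serine hydrolase directed probe; 0% = PME-1 with DMSO and 100% = wells lacking PME-1 enzyme; inhibitors block probe labeling so polarization falls and inhibition rises; many of its hits are not listed in these tables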
Bcl-xL primary = blocks human Bcl-xL binding to Bim BH3 peptide | AID 2129 | Q07817 | actives 0.7% (n = 320,000) | inhibition, % at 10.9 µM | GST-Bcl-xL / FITC-Bim BH3 peptide fluorescence polarization;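 active = inhibition above the mean of all tested compounds plus 3 SD, cutoff set per campaign, cut at about 30% in these data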;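 also: 0% = DMSO wells and 100% = unlabeled Bim-BH3 peptide competitor; inhibitors lower millipolarization by displacing the labeled peptide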
Target sequence (Q07817 whole entry, looked up): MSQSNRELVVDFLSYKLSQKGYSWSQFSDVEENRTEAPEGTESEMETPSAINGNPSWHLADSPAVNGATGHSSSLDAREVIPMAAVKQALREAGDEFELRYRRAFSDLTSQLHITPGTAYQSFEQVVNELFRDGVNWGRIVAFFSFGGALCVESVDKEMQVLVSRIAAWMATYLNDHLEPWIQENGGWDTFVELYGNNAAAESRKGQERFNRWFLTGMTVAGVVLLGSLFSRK
MEX-5 binding = C. elegans MEX-5 TCR-2 RNA binding activity; Q9XUB2; actives 0.38% (n = 300,000); MEX-5/FITC-TCR2 RNA binding, fluorescence polarization; hits give low values; activity score (negative = inhibition of binding), % at 10 µM;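 active = inhibition past about -25% in most replicates, and total fluorescence under double the plate's negative control median, limit read from the data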;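 also: 0% = DMSO and -100% = 5 µM competing unlabeled TCR2 RNA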
Numbers without * were called inactive; nt = no result given.

SMILES	TPT1 inh	GSTO1 counter	PAD4 inh	Fam108B inh	GLD-1 RNA inh	MCL1-BIM inh	PME-1 inh	Bcl-xL primary	MEX-5 binding
C=CCn1cc(CN2CCC(C(=O)Nc3cccc(-c4cccc(F)c4)c3)CC2)c(C)n1	-2	0	-3	-3	3	7	4	-3	-1.4
O=C(Cn1ncc2c(=O)oc3ccccc3c21)NCc1cccnc1	2	7	-2	-2	1	9	-1	3	-0.4
O=C(NC1CC2CCCC(C1)N2C(=O)NC1CCCCC1)c1ccccc1 (stereo not drawn)	-6	-1	-2	-2	-2	9	0	7	1.3
COC(=O)CC/C(C)=N\Nc1ccc([N+](=O)[O-])cc1[N+](=O)[O-]	-3	13	-3	8	2	9	2	6	-3.4
CC1(C)CC(=O)C2=C(C1)N(Cc1ccco1)C(=O)C2(O)C(F)(F)F (stereo not drawn)	2	3	0	0	0	3	-3	4	-0.5
O=c1ccn(Cc2ccccc2)cc1	0	0	-5	-2	3	-3	0	-2	-0.5
C=CCNc1nnc(SC2CC(=O)N(c3ccc(OC)cc3)C2=O)s1 (stereo not drawn)	1	2	0	-1	10	4	1	6	nt
Cc1nc2c(oc3ccc(Cl)cc32)c(=O)[nH]1	-4	0	2	5	0	1	1	3	-1.0
Cc1ccc(NC(=O)CCS(=O)(=O)c2ccc(Br)cc2)nc1	0	-2	0	0	2	-1	5	4	-1.2
CCOc1ccc(S(=O)(=O)NCC2CCCO2)cc1 (stereo not drawn)	0	10	7	-7	-2	7	1	-3	-2.2
CSCCC(NC(=O)COc1ccccc1)C(=O)OC(C)C(=O)Nc1ccccc1C (stereo not drawn)	4	3	-6	-3	0	-8	1	-2	0.0
CCC(C)NC(=O)CC(NS(=O)(=O)c1ccc(C)cc1)c1ccc(OC)cc1 (stereo not drawn)	-1	13	4	6	2	1	1	6	0.6
CC(C(=O)c1ccccc1)n1cnc2ccccc2c1=O (stereo not drawn)	-1	2	-5	-1	-2	-3	3	0	2.4
CCCCOc1cccc(C(=O)O)c1	-4	-7	0	0	-1	3	0	10	-1.0
CNC(=O)c1oc(-c2ccc(Cl)cc2)nc1C	1	4	-4	-1	-9	-3	0	5	-0.9
CCSc1nc(NCCN(C)C)c2c3c(sc2n1)COC(C)(CC)C3 (stereo not drawn)	-4	-7	2	3	5	-4	-4	-3	-2.2
Cc1cc(C)cc(C(=O)NCC(=O)N2CCN(C(c3ccccc3)c3ccccc3)CC2)c1	-2	0	1	-4	2	5	-5	3	0.6
CCC(=O)Nc1nc(CC(=O)Nc2ccccc2)cs1	-1	-2	-5	1	2	-6	1	2	-0.8
Cc1nn(C(=O)CNC(=O)c2ccccc2)c(C)c1C	2	14	2	5	-1	-4	-6	3	-2.7
CCNS(=O)(=O)c1cc(S(C)(=O)=O)ccc1Cl	-1	4	2	1	0	11	-2	3	-0.5
CCN(CC)C1CC(=O)N(c2cccc(C)c2)C1=O (stereo not drawn)	0	-1	-1	-1	-5	6	5	5	3.4
COc1cccc(NC(=O)CSc2nnc(-c3cc(-c4ccccn4)nc4ccccc34)o2)c1	0	-11	-4	0	3	2	-5	-2	-2.5
Cc1cccc(C(=O)NC2CCN(C(=O)Nc3ccc(F)cc3)CC2)c1	-1	7	2	0	-7	-1	-1	-1	1.8
COc1ccccc1/C=C1\SC(=S)N(N2C(=O)CCCC2=O)C1=O	-1	5	-1	6	1	5	10	-1	0.7
Cc1ccc(-c2cc(-c3ccccc3O)nc(N/N=C/c3cccnc3)n2)cc1	4	-8	3	0	3	5	5	3	-1.6

Continuation:
SMILES	TPT1 inh	GSTO1 counter	PAD4 inh	Fam108B inh	GLD-1 RNA inh	MCL1-BIM inh	PME-1 inh	Bcl-xL primary	MEX-5 binding
Cc1onc(-c2c(F)cccc2Cl)c1C(=O)OCC(=O)NC1CC1	0	-1	-5	0	9	7	-4	3	3.0
Cc1cccc(NC(=O)c2cnn3ccccc23)c1C	-2	12	2	1	7	6	5	5	-3.4
C=CCN=C1CCCc2c1[nH]c1ccc(C)cc21	0	8	-2	-3	-5	-7	-4	3	-2.5
O=C1CC(c2ccccc2F)C2=C(COC2=O)N1 (stereo not drawn)	1	0	-6	-1	7	6	-3	5	0.2
CCCOc1ccc(-c2cnc(SCC(N)=O)nc2N)cc1	-8	1	-5	0	3	3	-1	7	-2.2
CS(=O)(=O)Nc1ccc(C(=O)NC2CCCC2)cc1	0	2	-1	-1	0	-2	0	-2	-0.3
Clc1ccc2c(NCc3cccs3)ncnc2c1	-1	-2	5	3	3	3	-5	5	3.7
COc1ccc(CNC(=O)[C@H](C)NC(=O)C2CC(=O)N(c3ccc(OC)cc3)C2)cc1 (stereo partly drawn)	1	8	0	-1	-5	6	0	2	3.2
CCc1ccc(-c2nn(Cc3ccccc3)cc2/C=C/C(=O)O)cc1	-2	-6	-1	-1	7	-6	-2	3	-2.9
Cc1[nH]c2ccccc2c1C(=O)/C=C/c1ccccc1Cl	0	-19	-3	-11	5	0	-14	3	0.0
N/C(=N\c1nc2c(c(=O)[nH]1)CCCC2)Nc1ccccc1	0	0	1	2	-1	1	1	1	-1.7
CCC(=O)c1ccc(OCC(=O)N2CCN(c3ncccn3)CC2)cc1	0	-4	-7	2	1	-5	3	4	-0.5
CCOC(=O)c1ccc(NC(=O)CN(Cc2ccc(Cl)cc2)S(C)(=O)=O)cc1	0	-8	0	0	3	5	-7	4	2.2
CC(C#N)(NC(=O)COC(=O)c1ccccc1NCCO)C1CC1 (stereo not drawn)	-2	11	-6	3	3	-1	-2	2	2.6
Cc1ccc(NC(=O)Cn2nc(C)c(S(=O)(=O)N(C)C)c2C)cc1	-2	10	1	3	4	0	2	4	3.0
O=C(CC1Sc2ccccc2NC1=O)Nc1cccc(C(=O)O)c1 (stereo not drawn)	-3	-2	-1	-1	-2	4	3	4	-1.4
COc1cccc(-c2onc3ccc(C4(C)OCCO4)cc23)c1	1	16	0	-1	-1	5	-9	-6	1.8
O=C1CC(c2ccco2)CC(O)=C1C=NCCN1CCN(C(=S)Nc2ccccc2)CC1 (stereo not drawn)	-3	-5	1	1	4	5	-5	4	2.9
CCC(Cc1ccccc1)NS(=O)(=O)c1c(C)nc2sccn2c1=O (stereo not drawn)	2	-2	0	0	-14	9	3	5	-0.8
Cc1nc(-c2cccc(S(=O)(=O)N3CCCC(C)C3)c2)cs1 (stereo not drawn)	2	-6	1	0	9	0	-4	2	4.7
CC1(C)CC(=O)C=C(Nc2cc(-c3ccccc3)[nH]n2)C1	0	-4	-2	7	4	11	5	6	0.4
Cc1ccccc1C(=O)NC1CCN(Cc2nnnn2Cc2ccc(F)cc2)CC1	-3	4	-1	0	6	12	8	9	-4.6
Cc1nc(NCCc2ccc(S(N)(=O)=O)cc2)c2c(C)c(C)sc2n1	-1	5	2	-1	4	6	-3	5	-0.1
O=C(N/N=C/c1ccc(N2CCOCC2)cc1)C1CC1	-1	2	-5	-2	-5	11	0	5	0.9
COc1ccc(N2C(=O)C3C4C=CC(C5CC45)C3C2=O)c([N+](=O)[O-])c1 (stereo not drawn)	1	1	-3	-2	6	8	5	3	1.7

Continuation.
SMILES	TPT1 inh	GSTO1 counter	PAD4 inh	Fam108B inh	GLD-1 RNA inh	MCL1-BIM inh	PME-1 inh	Bcl-xL primary	MEX-5 binding
CCc1cc2c(=O)c(-c3cnn(-c4ccccc4)c3)coc2c(CN2CCOCC2)c1O	-2	8	0	2	17	7	-1	13	-0.5
Cc1cc(C)cc(OCc2nnc(SCC(=O)Nc3ccccc3)o2)c1	2	-6	2	0	4	1	-4	3	-0.7
CN=C1CC(SC)=C1c1ccc(C)cc1	3	10	4	-5	5	3	2	2	0.2
CCCCC(=O)c1ccc(O)cc1O	-1	2	-4	1	2	4	4	9	-1.1
N#CC1=C(N)OC2=C(C(=O)CCC2)C1C1C=CCCC1 (stereo not drawn)	-2	0	1	-5	-2	5	1	6	3.2
S=C(NCCCN1CCOCC1)Nc1ccc(Cl)cc1Cl	-4	2	-3	4	-5	10	-4	8	-1.4
CC(OC(=O)c1n[nH]c2ccccc12)C(=O)Nc1ccccc1[N+](=O)[O-] (stereo not drawn)	nt	nt	-1	nt	3	6	4	3	nt
O=C(O)/C=C\C(=O)N1CCc2ccccc21	-1	8	3	-1	-1	-3	-3	-2	0.4
NS(=O)(=O)c1ccc(CCNC(=O)/C=C/c2ccc([N+](=O)[O-])cc2)cc1	-1	-3	-5	-3	0	1	-1	5	-0.5
Cc1ccc(C(=O)NCc2ccncc2)cc1S(=O)(=O)Nc1cccc(C)c1C	-1	2	0	0	0	7	-4	4	-2.0
CCN(CCCNC(=O)CSc1cc(=O)n(C)c2cc(Cl)ccc12)Cc1ccccc1	2	-11	-4	1	-1	-2	-4	-2	-1.5
O=C(Nc1ccn(-c2ccccc2)n1)c1ccc(Cl)cc1	1	-5	-2	-4	5	5	2	-2	0.8
O=C(Nc1ccc(SC(F)F)cc1)C12CCC(CC1)C2	-2	-2	-3	-3	3	13	4	5	0.4
CC1(C)CC2CC(C)(CN2C(=O)CCCN2C(=O)c3ccccc3C2=O)C1 (stereo not drawn)	3	3	-3	0	3	-6	0	-1	0.3
COc1ccc(C(Nc2ccccn2)c2oc(CO)cc(=O)c2O)cc1 (stereo not drawn)	-1	9	-3	-1	-6	10	-1	5	1.8
CCOC(=O)COc1cccc(C2NC(=O)c3ccccc3O2)c1 (stereo not drawn)	-2	5	3	-1	1	3	3	2	0.1
COc1ccc(C2/C(=C(/O)c3ccccc3)C(=O)C(=O)N2c2ncccn2)cc1OC (stereo not drawn)	0	3	9	-1	-2	-2	-1	7	-2.7
COc1cc(C(=O)N(Cc2cc3ccccc3[nH]c2=O)CC2CCCO2)cc(OC)c1OC (stereo not drawn)	0	-6	0	2	0	-2	-9	0	0.6
O=c1cc[nH]c2cc(Cl)ccc12	-2	4	0	0	3	5	-5	6	-1.5
Cc1cc(C)cc(C(=O)N(CCc2ccccc2)C2CC3CCC(C2)N3C)c1 (stereo not drawn)	0	-3	2	-1	-4	4	-1	0	2.0
CC1CCCCC1NC(=O)CCS(=O)(=O)c1ccc2c(c1)NC(=O)CO2 (stereo not drawn)	-1	0	-4	3	3	3	4	5	-1.9
O=C(CN(C(=O)c1ccc(Cl)cc1)C1CCCCC1)Nc1ccc(Cl)c([N+](=O)[O-])c1	1	-5	-2	-20	2	2	2	6	-1.3
CCN(Cc1ccccc1)C(=O)COC(=O)CNS(=O)(=O)c1ccc(C)cc1	1	-5	1	0	-2	-7	0	-3	0.4
Cc1cccc(OCCSc2nc3ccccc3n2CCC(=O)O)c1	1	8	-4	2	9	0	-3	2	-0.9
COc1ccccc1CC(=O)NN1C(=O)c2ccccc2C1=O	1	2	0	1	3	-2	-1	-1	3.7
CCCCC(=O)Nc1cccc(-c2nn3c(C)nnc3s2)c1	-1	2	-1	3	7	6	4	3	-3.7
COc1ccc(Cl)cc1NC(=O)C/C(C)=N/NC(=O)Cc1ccccc1	-3	-6	-2	-2	4	-1	-4	4	3.2
C=CCn1c(SCCOc2ccc(OC)cc2)nnc1C(NC(=O)c1ccc(OC)cc1)C(C)C (stereo not drawn)	-3	0	-2	1	3	6	-1	5	-0.3

Compound profiles, as listed above. Order of values: TPT1 inh, GSTO1 counter, PAD4 inh, Fam108B inh, GLD-1 RNA inh, MCL1-BIM inh, PME-1 inh, Bcl-xL primary, MEX-5 binding
O=C(N/N=C/c1ccc(N2CCOCC2)cc1)C1CC1 reads -1, 2, -5, -2, -5, 11, 0, 5, 0.9
Cc1nc2c(oc3ccc(Cl)cc32)c(=O)[nH]1 reads -4, 0, 2, 5, 0, 1, 1, 3, -1.0

Not all compounds are listed; the hit share may differ from the screen's.
